tim10-1 inh = inhibits growth of tim10-1 mutant yeast; AID 463190; S. cerevisiae tim10-1 ts strain growth, BacTiter-Glo, 24 h; inhibition, % at 20 µM; 330,000 compounds, 2.2% hits;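 active = inhibition of at least 40%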;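 note: mutant grown at 25 °C; 0% = DMSO wells with yeast and 100% = wells holding no yeast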
UPR XBP1 act = adaptive UPR (XBP1) activation; CHO-XBP1 luciferase reporter, IRE1-XBP1 UPR activation, luminescence; percent of tunicamycin response, DMSO as zero; activation, % at 20 µM; 330,000 compounds, 0.33% hits; AID 463104;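 active = versus positive control, 20 µM dose yields 30% or more activation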;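 note: 100% = tunicamycin at 10 µg/mL and 0% = DMSO only wells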
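Material: CHO cell line with stable XBP1 luciferase reporter; buffer or medium: F12 medium containing 10% fetal bovine serum; compound: single point, 20 µM final compound, 1% DMSO; incubation: 6 h treatment, 37 °C; measured by: glow luminescence from Steady-Glo reagent; evaluation: activation, % of tunicamycin; control set: tunicamycin high, DMSO low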
697 NFkB inh = inhibitors of the PMA/ionomycin-induced NF-kB reporter in 697 B cells. inhibition, % at 4 µM. 330,000 compounds, 0.33% hits. AID 435022. 697 B-cell NF-kB luciferase reporter, 16 h; in the data active = inhibition above about 35%
Mdm2-MdmX inh = disrupts the human Mdm2-MdmX interaction; SaOS-2 split-luciferase Mdm2/MdmX complementation, luminescence; AID 485346; inhibition, % at 8 µM; 330,000 compounds, 3% hits; O15151+Q00987;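 active = inhibition of at least 50% at 8 µM in the primary screen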
Target sequence (O15151 whole entry, looked up): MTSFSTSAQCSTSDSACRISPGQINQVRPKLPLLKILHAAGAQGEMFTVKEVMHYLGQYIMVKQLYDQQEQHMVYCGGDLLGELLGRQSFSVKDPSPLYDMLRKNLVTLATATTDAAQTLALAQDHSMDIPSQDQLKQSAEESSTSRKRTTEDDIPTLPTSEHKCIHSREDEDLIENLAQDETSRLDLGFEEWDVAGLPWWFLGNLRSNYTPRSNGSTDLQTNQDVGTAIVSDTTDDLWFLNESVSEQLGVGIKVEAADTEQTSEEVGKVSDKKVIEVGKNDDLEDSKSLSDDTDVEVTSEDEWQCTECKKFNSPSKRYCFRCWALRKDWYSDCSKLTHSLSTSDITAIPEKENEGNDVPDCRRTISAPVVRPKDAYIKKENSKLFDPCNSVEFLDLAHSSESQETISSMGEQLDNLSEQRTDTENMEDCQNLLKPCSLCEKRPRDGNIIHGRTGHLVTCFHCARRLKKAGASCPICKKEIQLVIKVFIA
Target sequence (Q00987 whole entry, looked up): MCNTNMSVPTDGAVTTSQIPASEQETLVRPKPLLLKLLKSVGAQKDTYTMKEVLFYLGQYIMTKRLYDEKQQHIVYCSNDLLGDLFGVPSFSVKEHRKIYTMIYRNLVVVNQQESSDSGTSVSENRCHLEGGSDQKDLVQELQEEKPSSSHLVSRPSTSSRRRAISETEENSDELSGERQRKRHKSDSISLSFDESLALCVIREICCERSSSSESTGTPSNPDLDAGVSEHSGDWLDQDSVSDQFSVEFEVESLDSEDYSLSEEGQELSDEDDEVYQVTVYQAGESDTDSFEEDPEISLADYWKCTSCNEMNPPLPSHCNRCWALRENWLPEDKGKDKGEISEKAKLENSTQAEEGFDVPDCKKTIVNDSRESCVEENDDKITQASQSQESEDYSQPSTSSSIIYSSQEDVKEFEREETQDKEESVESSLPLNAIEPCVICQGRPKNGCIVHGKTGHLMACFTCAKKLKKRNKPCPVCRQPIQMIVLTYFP
UPR CHOP act = apoptotic UPR (CHOP) activation; CHO-CHOP luciferase reporter, luminescence; percent of tunicamycin response over DMSO baseline; AID 449763; 330,000 compounds, 0.34% hits; activation, % at 10 µM;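 active = at 10 µM dose, activation of 40% or more, normalized to positive control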;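 note: 100% = tunicamycin at 10 µg/mL and 0% = DMSO alone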
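Evaluation: % reporter activation, DMSO baseline versus tunicamycin full activation; System: CHO-CHOP luciferase reporter cell line; Input: 500 cells/well; Incubation: 6 h compound treatment, 37 °C; Measured by: Steady-Glo luciferase luminescence; Dosing: one dose, 10 µM in 0.5% DMSO; Buffer or medium: F12 medium, 10% FBS; Benchmarks: positive tunicamycin 10 µg/mL, negative DMSO alone.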
tim23-1 inh = inhibits growth of tim23-1 mutant yeast | AID 463212 | inhibition, % at 20 µM | 330,000 compounds, 1.3% hits | S. cerevisiae tim23-1 growth, BacTiter-Glo luminescence, 24 h;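 active = growth inhibition of the mutant yeast at or above 50%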;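 note: temperature-sensitive mutant grown at 25 °C; plate controls were DMSO-treated mutant yeast for no effect and medium wells lacking yeast for full effect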
TIM10 inh = TIM10 yeast growth inhibition; S. cerevisiae TIM10 strain growth, BacTiter-Glo luminescence, 24 h; inhibition, % at 10 µM; 330,000 compounds, 1.4% hits;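 active = inhibition of 40% or more at the single tested concentration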;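 note: wild-type TIM10 isogenic control strain grown at permissive 25 °C; 0% = DMSO yeast wells and 100% = minimal medium wells without yeast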
Jurkat NFkB inh = lowers PMA/ionomycin-induced NF-kB signal in Jurkat cells. 330,000 compounds, 0.53% hits. AID 435003. PMA/ionomycin-induced NF-kB luciferase reporter, luminescence. inhibition, % at 4 µM; in the data active = inhibition above about 50%
The depositor's hits bear a star. Random draw from the library; about 6.6% have a hit in one of these screens.

Every second line gives: tim10-1 inh, UPR XBP1 act, 697 NFkB inh, Mdm2-MdmX inh, UPR CHOP act, tim23-1 inh, TIM10 inh, Jurkat NFkB inh
- CCc1cc2c(=O)c(-c3nc4ccccc4n3C)c(C)oc2c(CN2CCCCC2)c1O
  -0.3, -1.4, 6.9, -14.9, -0.5, 19.2, -0.4, 7.2
- C[C@H](NC(=O)[C@@H]1Cc2ccccc2CN1C(=O)OC(C)(C)C)C(=O)NC1CCCC1
  24.2, -3.3, 4.1, 15.8, -0.6, 18.5, 13.4, -17.6
- O=S(=O)(c1ccc(F)cc1)N1CCN=C1SCc1cccnc1
  12.3, -0.6, -19.3, 16.8, -1.9, 13.9, 3.1, -14.1
- Cc1nnsc1C(=O)N/N=C/c1c(F)cccc1Cl
  0.9, 3.3, 8.3, -7.4, 2.3, -9.0, 2.3, 1.6
- CSCCC(NC(=O)COc1ccccc1)C(=O)N1CCCC(C)C1 (centres undefined)
  8.0, -1.0, 2.9, 9.3, 1.2, 8.8, 8.7, -12.3
- CCC(C)NC(=O)c1cn(CC)c2ccc(S(=O)(=O)N3CCCCCC3)cc2c1=O (centres undefined)
  -0.1, -3.7, -8.3, 23.9, -0.2, -5.7, 8.4, 11.1
- Cc1cc(C)c2nc(N3CCCC(C(=O)N4CCN(c5ncccn5)CC4)C3)sc2c1 (centres undefined)
  24.8, 1.2, 3.3, 27.7, 0.2, 14.3, 25.9, -8.6
- C=CCNCc1cc(=O)n2c(-c3ccccc3)csc2n1
  8.4, -5.0, 3.5, 2.6, -0.6, -12.4, -8.9, -14.0
- Cc1ccc(S(=O)(=O)N2CCC(C(=O)N[C@@H](C)C(=O)NCc3ccccc3)CC2)cc1
  -16.6, -1.9, 27.5, 31.7, 0.5, 2.5, 0.8, 20.3
- Cc1[nH]n(-c2ccccc2)c(=O)c1/C=N/N1C(=O)c2ccc3c4c(ccc(c24)C1=O)CC3
  -34.3, 3.4, 13.7, 26.2, -0.9, -9.3, 21.1, 7.0
- COc1cccc(/C=N/NC(=S)Nc2cccc(C(=O)O)c2)c1O
  16.9, -6.0, 12.7, 12.7, -6.2, 12.1, 23.9, 39.0
- O=C(c1sccc1-n1cccc1)N1CCCC1
  4.6, -4.1, 17.7, 7.6, -0.1, 4.6, -2.0, -18.3
- O=C(Nc1ccc2oc(-c3ccccc3Cl)nc2c1)c1ncn[nH]1
  -8.7, 8.2, -288.5, -173.4, 8.1, 14.7, 2.2, -100.7
- COc1ccc(NC(=O)NCCCN2CCCCC2C)cc1 (centres undefined)
  -10.7, -0.8, 14.5, -0.5, -0.3, -13.8, -20.7, -10.9
- CCOC(=O)C1CCCN(C(=O)c2ccc(S(=O)(=O)N3CCCC3)cc2)C1 (centres undefined)
  7.5, -5.4, 7.0, -12.0, -1.3, 16.2, 2.0, 12.7
- Nn1c(SCCOc2ccccc2)nnc1-c1cccnc1
  3.6, 2.5, -7.5, -7.3, -0.3, -3.8, 7.4, 8.2
- O=C(NC1CCCCC1)C(c1ccc(Cl)cc1)N1CCC2(CC1)OCCO2 (centres undefined)
  26.3, -0.9, 6.7, -13.6, 0.3, 20.9, 17.6, 13.0
- C/C(=N/NC(=O)c1ccco1)c1ccc(Br)s1
  -23.1, -2.1, 3.2, 2.9, 3.0, -9.7, 4.3, -21.8
- O=C(CC(CC(=O)c1ccccc1)C(=O)O)c1ccccc1
  3.1, -2.8, 23.3, 9.8, -2.0, 12.0, -2.6, -4.3
- O=c1c2cc(N3CCOCC3)ccc2[nH]c(=S)n1CCCN1CCN(c2ccccc2F)CC1
  25.6, 27.4, -6.5, 57.6*, 14.1, 16.1, 46.7*, -18.9
- O=C(Nc1cccc(C(F)(F)F)c1)C1=CC=CN2CCS(=O)(=O)N=C12
  2.3, 5.3, 6.6, 12.7, 1.0, 12.7, 2.3, -5.9
- Cc1ccc(SCC(=O)NC2CCS(=O)(=O)C2)cc1 (centres undefined)
  11.5, -0.8, 2.3, 10.9, 1.6, 8.8, -3.5, 0.4
- CC(C)(C)c1ccc(NC(=O)c2ccc(=O)[nH]n2)cc1
  22.4, -4.5, -149.0, -74.8, 4.9, 19.1, 17.8, -141.0
- Nc1nc2n(n1)C(c1c(F)cccc1Cl)CC(c1ccc(F)cc1)N2 (centres undefined)
  -5.8, 1.7, -15.3, -24.0, 1.5, 11.2, 7.4, -17.5
- CCCNc1nc(OC(C(F)(F)F)C(F)(F)F)nc(OC(C(F)(F)F)C(F)(F)F)n1
  24.4, 3.1, -3.1, 9.6, -0.5, -0.8, -4.0, -5.4
- COc1ccc(NC(=O)CSc2nc3ncccc3[nH]2)cc1OC
  9.8, 0.5, 27.5, 19.3, 1.0, -4.3, -14.7, -7.3
- Cc1ccc2cc(CCNC(=O)c3ccco3)c(=O)[nH]c2c1
  -19.8, 2.3, -61.7, -1.9, 3.5, -5.1, -6.5, -66.9
- CCCCn1c(N)c(N(CCOC)C(=O)COC(=O)C(C)Oc2ccc(Cl)cc2)c(=O)[nH]c1=O (centres undefined)
  -1.1, -2.6, -4.4, -19.6, 0.9, 22.3, 18.7, 1.8
- COc1ccc(CNC(=O)C(c2ccco2)N(C(=O)c2snc(C(N)=O)c2N)c2cccc(OC)c2)cc1 (centres undefined)
  1.4, -4.6, 5.6, 0.4, 1.3, -20.0, 3.6, -6.5
- COc1ccc(S(=O)(=O)N2CCNC(=O)CC2)cc1
  -6.0, -1.6, -16.8, 26.8, 0.8, -9.5, 2.7, 0.7
- Cc1cc(NC(=O)CC2Oc3ccccc3NC2=O)ccc1Br (centres undefined)
  -5.5, -4.4, 6.3, 21.1, 0.5, 8.1, -15.5, -2.2
- COc1ccc(C(=O)COc2ccccc2C(=O)Nc2ccccc2)cc1
  26.8, -2.4, 1.4, -8.7, 3.6, 5.5, 9.4, 2.8
- CN(C)C(CNC(=S)Nc1cccc(Cl)c1)c1ccccc1 (centres undefined)
  7.7, -1.6, -21.2, 6.9, -1.1, 17.9, 12.3, -6.1
- O=C(CCC(=O)N1CCN(C2CCCC2)CC1)Nc1nnc(C(F)(F)F)s1
  -7.5, -1.0, 21.7, -1.0, -0.7, -0.9, 2.9, 5.8
- NC(=O)C1CCN(C(=S)NCCc2ccccc2)CC1
  -6.5, -1.1, 12.8, 21.6, -0.3, 10.3, 0.6, -13.3
- O=C1CC(C(F)(F)F)=NN1
  -1.3, 0.8, 11.9, 3.2, 3.2, -7.7, 3.1, 8.7
- Cc1ccc(NC(=O)C2CCN(S(=O)(=O)c3cccc4nonc34)CC2)cc1
  9.9, -1.1, -5.3, 11.1, -0.7, 19.1, -15.0, 1.9
- O=C(CSc1nnc(-c2ccccn2)n1Cc1ccccc1)N1CCCC1
  15.1, -1.6, 12.7, -13.8, 1.6, 15.4, 18.4, 21.1
- COc1ccccc1C(=O)N1CCN(Cc2cn[nH]c2-c2ccc(F)cc2F)CC1
  10.5, -0.1, 19.1, 16.5, 0.7, -0.9, 3.5, -1.6
- CS(=O)(=O)c1ccc(Cl)c(NC(=O)COC(=O)CNC(=O)c2ccccc2)c1
  -12.3, -4.0, 10.8, 4.2, -0.7, -0.2, -14.3, -6.3
- CCOc1ccc(C2C(C#N)=C(N)N3C(=C2C#N)Sc2ccccc23)cc1 (centres undefined)
  17.7, 2.3, -26.3, 7.3, 0.2, 3.6, 10.0, -28.3
- CCOc1ccc(/C(O)=C2\C(=O)C(=O)N(c3cc(C)on3)C2c2ccccc2OC)cc1 (centres undefined)
  10.5, -4.3, 15.9, 5.0, 2.6, -0.4, 14.3, 6.1
- COc1ccc(CN2CCN(Cc3cccc4nonc34)CC2CCO)c(C)c1C (centres undefined)
  2.6, -0.4, -4.6, -17.5, 1.7, 7.8, 2.8, 12.5
- O=C(O)C1CCN(c2ccc(S(=O)(=O)N3CCOCC3)cc2[N+](=O)[O-])CC1
  16.2, -2.5, -5.0, 5.9, -2.7, 19.4, -6.6, -10.4
- CCCCC(=O)O[C@]1(C(=O)CO)CC[C@H]2[C@@H]3CCC4=CC(=O)CC[C@]4(C)[C@H]3[C@@H](O)C[C@@]21C
  -10.6, -6.5, -27.9, -25.1, -1.7, 2.6, 10.7, -15.1
- C=CCN(c1ccccc1)S(=O)(=O)c1cccc(C(=O)Nc2nc3ccccc3[nH]2)c1
  3.3, 19.7, -26.1, 24.7, 8.1, -4.0, 2.7, -17.2
- COc1ccc(OC)c(NC(=O)c2ccccc2N(C)S(=O)(=O)c2ccc(C)cc2)c1
  -5.0, -3.9, 5.0, 24.1, 1.6, 34.3, -27.3, 0.8
- CCC(=O)Nc1ccc(C(=O)N/N=C/c2ccc([N+](=O)[O-])cc2)cc1
  -11.3, 0.8, 3.9, -13.6, 2.7, -15.3, -4.2, 17.1
- CCOC(=O)c1cnc(SCC#N)nc1N
  6.4, -3.8, -8.8, -52.0, -1.0, 18.3, 6.4, -17.2
- COC(=O)c1sc(-c2ccc(C(C)(C)C)cc2)cc1NC(=O)CSCC(=O)O
  15.3, 1.4, -22.3, 5.0, 4.1, 8.2, 10.2, 9.6
- Cc1cc(=O)[nH]c(N/N=C/c2c(C)oc3ccccc23)n1
  9.6, 0.1, 19.7, -8.9, 1.1, -11.1, 11.4, 7.4
- CCOC(=O)Cn1c(=O)sc2ccccc21
  -4.1, -1.8, 17.1, 12.9, -0.6, 0.7, -8.4, -11.4
- COc1ccc(C(C)C)cc1S(=O)(=O)Nc1ccncc1
  2.0, -1.2, 0.7, 12.6, -0.7, -3.1, 1.9, 5.8
- O=C(N/N=C/c1ccc[nH]1)c1ccccc1OCc1ccccc1Cl
  27.6, -0.2, 6.7, 3.3, 0.3, 44.7, 18.2, 5.1
- CN(C)S(=O)(=O)c1cccc(NC(=O)c2cnccn2)c1
  6.3, -2.5, 9.4, 8.2, -0.1, 8.5, -1.2, -5.0
- Cc1ccc(N2CCN(CC(O)COc3ccccc3)CC2)cc1 (centres undefined)
  -4.6, -0.4, 9.6, -13.2, 2.7, 2.4, -7.1, 18.8

In the list so far, two contain a cyano group.
Every second line gives: tim10-1 inh, UPR XBP1 act, 697 NFkB inh, Mdm2-MdmX inh, UPR CHOP act, tim23-1 inh, TIM10 inh, Jurkat NFkB inh
- CCOc1ccc(C2C(C#N)=C(N)N3C(=C2C#N)Sc2ccccc23)cc1 (centres undefined)
  17.7, 2.3, -26.3, 7.3, 0.2, 3.6, 10.0, -28.3
- CCOC(=O)c1cnc(SCC#N)nc1N
  6.4, -3.8, -8.8, -52.0, -1.0, 18.3, 6.4, -17.2
